Bioassay records deposited in PubChem by several laboratories.
Anthrax LF inh2 – blocks Bacillus anthracis lethal factor protease | multiplex microsphere protease cleavage assay, LF | P15917 | inhibition, % at 10 µM | 0.12% of 360,000 active; in the data active = inhibition above about 30%; also: plate controls were buffer without enzyme for full effect and enzyme alone for no effect
Target sequence (P15917 whole entry, looked up): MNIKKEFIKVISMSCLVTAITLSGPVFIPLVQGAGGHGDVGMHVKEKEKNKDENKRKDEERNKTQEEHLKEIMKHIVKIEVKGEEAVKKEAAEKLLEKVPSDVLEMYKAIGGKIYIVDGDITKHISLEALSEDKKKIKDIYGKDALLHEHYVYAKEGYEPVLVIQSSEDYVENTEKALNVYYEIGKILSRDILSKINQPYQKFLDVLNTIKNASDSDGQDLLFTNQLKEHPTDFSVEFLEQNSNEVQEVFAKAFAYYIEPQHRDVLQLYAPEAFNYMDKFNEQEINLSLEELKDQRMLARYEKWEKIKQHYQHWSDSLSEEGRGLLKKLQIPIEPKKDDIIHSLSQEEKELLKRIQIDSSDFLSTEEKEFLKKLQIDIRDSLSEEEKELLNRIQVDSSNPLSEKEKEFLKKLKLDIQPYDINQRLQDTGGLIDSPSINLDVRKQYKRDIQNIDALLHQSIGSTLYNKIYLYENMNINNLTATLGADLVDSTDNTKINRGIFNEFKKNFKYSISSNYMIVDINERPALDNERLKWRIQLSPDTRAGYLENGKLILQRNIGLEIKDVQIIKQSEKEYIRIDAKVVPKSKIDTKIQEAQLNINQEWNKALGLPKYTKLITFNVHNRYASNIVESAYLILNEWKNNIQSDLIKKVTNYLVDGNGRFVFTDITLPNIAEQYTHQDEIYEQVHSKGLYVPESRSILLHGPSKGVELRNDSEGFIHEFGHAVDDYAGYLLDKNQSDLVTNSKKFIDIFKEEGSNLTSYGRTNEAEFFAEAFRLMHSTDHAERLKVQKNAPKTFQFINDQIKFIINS
SSB-PriA inh – K. pneumoniae PriA-SSBct interaction inhibition; AlphaScreen SSBct-PriA binding, biotinylated peptide; inhibition, % at 33 µM; 0.6% of 430,000 active; AID 1272365; in the data active = inhibition mostly above about 37%, no sharp cut-off; inactive = mostly below about 20%;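 also: plate controls were negative control peptide for no effect and reference peptide for full effect; strong numbers were not always called active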
SARS 3CLpro inh – SARS-CoV 3CLpro protease inhibition. P0C6X7. recombinant SARS-CoV 3CLpro, quenched FRET peptide cleavage. inhibition, % at 6 µM. 0.14% of 290,000 active; in the data active = inhibition above about 12%
MazF activator – increases E. coli MazEF RNase cleavage of RNA; FAM/BHQ RNA-DNA oligo cleavage fluorescence, 5 h; activation, % at 20 µM; 0.32% of 350,000 active; in the data active = activation above about 50%
Target sequence (P0AE70 whole entry, looked up): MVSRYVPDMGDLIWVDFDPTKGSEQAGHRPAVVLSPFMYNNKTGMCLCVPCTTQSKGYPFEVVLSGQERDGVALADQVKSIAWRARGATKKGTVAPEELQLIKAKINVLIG
TcdB inh – TcdB glycohydrolase inhibition; P18177; TcdB glycohydrolase enzymatic assay, plate reader; inhibition, % at 9.99 µM; 0.24% of 350,000 active; AID 652162; in the data active = inhibition above about 10%
DUSP3 inh – DUSP3 (human) phosphatase inhibition | 0.52% of 290,000 active | recombinant VHR phosphatase, pNPP absorbance | inhibition, % at 13.3 µM; in the data active = inhibition above about 50%; also: some compounds called inactive have numbers as strong as hits
Y pestis TopoI – blocks Yersinia pestis topoisomerase I activity | Y. pestis Topo-I cleavage product accumulation, plate reader | activity, % at 10 µM | 0.064% of 360,000 active; in the data active = activity above about 50%, passing the limit was not always enough; also: inactives centre near 2
Rv3671c inh – Rv3671c (M. tuberculosis) protease inhibition | P9WHR9 | inhibition, % at 5.96 µM | 0.048% of 320,000 active; in the data active = inhibition above about 38%;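 also: extracellular domain of Rv3671c used as enzyme; 0% = enzyme with DMSO and 100% = no enzyme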
PfHsp40 rescue – restores yeast growth despite PfHsp40 toxicity. S. cerevisiae expressing PfHsp40, growth rescue, ATP luminescence. growth rescue, % at 12.5 µM. 0.68% of 340,000 active; in the data active = growth rescue above about 28%, passing the limit was not always enough;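 also: yeast W303a lacking pdr1 and pdr3 grown in galactose medium; growth measured after three days at 30 °C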
Vc quorum ag – inducers of Vibrio cholerae quorum light production without autoinducers; V. cholerae BH1578 lux reporter, luminescence, 6 h; 0.16% of 350,000 active; activation, % at 18.7 µM; in the data active = activation mostly above about 9.7%, no sharp cut-off; also: not every result past the cut was called active; inactives centre near 0; reference of the scale not given here
Active calls of the source: *; i = inactive; . = not tested or not shown; & = joins results of further samples. The list is partial; count on the stated rates, not on these rows.

SMILES | Anthrax LF inh2 | SSB-PriA inh | SARS 3CLpro inh | MazF activator | TcdB inh | DUSP3 inh | Y pestis TopoI | Rv3671c inh | PfHsp40 rescue | Vc quorum ag
COc1ccc(N2CCCC2=N)c(OC)c1 | -11 | -12 | 8 | 0 | 0.2 | 29 | 6 | -4 | -0.5 | -0.5
Cc1ccc(OCC(=O)Nc2ccc(N3CCN(S(C)(=O)=O)CC3)cc2)c(C)c1 | 0 | -17 | 1 | 5 | 0.5 | 19 | -2 | -4 | -0.9 | i
CC(=O)NC(Cc1ccc(C)cc1)C(=O)NC1CCN(C(=O)c2cnccn2)CC1 (stereo unspecified) | 1 | 5 | -5 | 0 | . | 27 | 0 | -3 | -0.1 | -0.2
CCOC(=O)c1ccc(N2C(=O)CC(N3CCC(O)(c4ccc(Cl)cc4)CC3)C2=O)cc1 (stereo unspecified) | 3 | 3 | -6 | -2 | . | 3 | 13 | -4 | 534* | 0.1
NC(=O)C1CCN(CC(O)CSc2ccc(F)cc2)CC1 (stereo unspecified) | -15 | 10 | -3 | 4 | . | 20 | 9 | 5 | 0.0 | -10
Cc1ccc(N=C2SCCCN2C(=O)c2cccc(N3C(=O)CCC3=O)c2)cc1Cl | . | -5 | . | -4 | -1.2 | . | 18 | -3 | 1.7 | -0.4
COc1ccccc1OCC(=O)Nc1ccc(-c2nnc(-c3ccco3)o2)cc1 | -1 | -5 | 3 | 4 | 12* | 8 | 4 | -4 | 0.4 | -0.3
O=C(Nc1c2c(nn1-c1ccc(F)cc1)CS(=O)(=O)C2)C12CC3CC(CC(C3)C1)C2 | -2 | 0 | -1 | 2 | . | 21 | 13 | 2 | -2.4 | -1.8
COc1ccc(CCN2C(=O)CC(Cc3cccc(C)c3)C2=O)cc1OC (stereo unspecified) | -1 | -20 | -2 | 17 | 0.8 | 17 | 10 | 4 | 0.6 | -1.0
COC(=O)c1c(NC(=O)CN2CCN(c3cccc(Cl)c3)CC2)sc(C)c1C | -8 | 5 | 0 | 8 | -7.4 | 1 | -2 | -5 | -0.6 | -2.8
COc1cc(C(O)c2nc(-c3ccc(F)cc3OC)cs2)ccc1F (stereo unspecified) | -6 | . | . | . | 2.1 | . | 5 | . | . | i
CC(C)Oc1cccc(C(=O)C2CCCN(C(=O)c3cncs3)C2)c1 (stereo unspecified) | -1 | -14 | -1 | 9 | -1.4 | 6 | 8 | -3 | 0.7 | 0.0
CCN(Cc1nc(-c2ccc(OC)c(OC)c2)no1)C(=O)c1ccoc1C | -7 | 2 | 2 | 7 | 0.1 | 26 | 1 | -2 | 0.1 | -0.2
COc1ccccc1Nc1ncc(C(=O)N2CCN(Cc3ccc(OC)c(OC)c3OC)CC2)c2ccccc12 | -7 | -28 | 3 | -2 | 0.4 | 33 | 29 | 3 | 0.1 | -0.5
CN(C(=O)c1cccc(C(F)(F)F)c1)C1CCCc2ccccc21 (stereo unspecified) | 1 | -9 | 5 | -3 | -2.0 | 2 | 28 | 1 | 0.1 | -0.3
O=C(Nc1cccc(N2CCCC2)c1)c1cccs1 | -11 | -3 | 2 | 5 | . | -4 | 0 | 5 | -0.3 | 5.0
CN1Cc2c(N)cccc2C(c2ccccc2)C1 (stereo unspecified) | -10&4 | 8 | 1 | -31&-22 | 1.0 | 1 | 6&-1 | -3 | -0.7&1.0 | -0.5&-0.6
CC(=O)N1CCN(C(=O)C2(NC(=O)Nc3cccc(F)c3)CCCCC2)CC1 | -2 | -16 | -1 | 5 | -0.9 | 33 | 9 | 2 | -0.4 | -0.1
CC(C)C(=O)Nc1ccccc1Cc1ccccc1 | -3 | -9 | 3 | 8 | 1.6 | 19 | 10 | -7 | -0.2 | i
CCN(CC)C1=CC(=O)OC12CCCCC2 | -5 | -6 | -8 | 1 | 1.1 | -9 | -1 | -7 | 0.5 | -1.2
O=c1[nH]c(Cc2cccs2)nc2ccccc12 | 3 | 7 | 0 | -2 | . | 8 | 1 | 2 | -0.4 | i
C[C@@H]1CN([C@H](C)CO)C(=O)CCCn2cc(nn2)CO[C@H]1CN(C)C(=O)Nc1ccnc(N2CCOCC2)c1 | -5 | . | . | 4 | 0.9&-0.9 | . | 3 | . | . | 2.1
Cc1[nH]c2ccc(C(=O)N3CCN(c4cccc(Cl)c4)CC3)cc2c1C | 0 | 8 | -1 | 4 | 0.8 | 24 | 11 | 6 | 0.3 | i
COc1cc(OC)cc(C(=O)Nc2cc(NC(=O)c3ccco3)ccc2OC)c1 | -3 | 9 | -5 | -3 | . | 7 | -5 | -1 | 1.7 | -0.6
COC(=O)c1cc(-c2ccccc2)n[nH]1 | -1 | -3 | 2 | -3 | . | -5 | 5 | 2 | 1.1 | i
COC(=O)CC1C(=O)NCCN1C(=O)CSc1nc2ccccc2s1 (stereo unspecified) | 6 | -6 | -7 | 6 | 0.6 | 37 | 0 | 1 | -0.3 | 2.3
COc1ccc(-c2ccc3oc(-c4ccsc4)cc(=O)c3c2)cn1 | -7 | -6 | . | 6 | 1.2 | . | 25 | -16 | 0.4 | i
CCOc1cc2[nH]c(=S)n(CCCC(=O)NCc3ccco3)c(=O)c2cc1OCC | 2 | -8 | 8 | 3 | 1.7 | 11 | -6 | -12 | 0.8 | -0.2
CC(OC(=O)c1cc(S(=O)(=O)Nc2ccc(F)cc2)ccc1Cl)C(=O)Nc1ccc2c(c1)OCCO2 (stereo unspecified) | -2 | -22 | 6 | -9 | . | 26 | -13 | -14 | 0.9 | -0.2
CC(C)C(=O)OCC(=O)NCc1ccccc1Cl | -2 | -8 | -2 | -4 | 0.8 | 28 | -1 | -2 | -0.3 | i
O=C(c1ccccc1)N1CCN(C2CCCCCC2)CC1 | 0 | -6 | -1 | -1 | . | 3 | 8 | -1 | 1.2 | i
CCOc1ccc(NC(=S)N(Cc2ccc(Cl)cc2)Cc2ccco2)cc1 | -2 | -12 | 10 | -2 | . | 6 | 24 | -7 | 4.7 | -0.7
CC(=O)Nc1ccc(S(=O)(=O)N2CCC(n3cnc4cc(F)ccc43)CC2)cc1 | -2 | -12 | 2 | 0 | . | 19 | -3 | -7 | 0.6 | i
Cc1ccc(CNC(=O)c2ccc(Br)o2)cc1 | -6 | -2 | -2 | 5 | 0.6 | -8 | 2 | 5 | -1.3 | 1.5
Cc1[nH]c2ccc(F)cc2c1CCN1C(=O)OC(C)(C)C1(C)O (stereo unspecified) | -12 | 1 | 2 | 10 | 1.0 | 3 | 1 | -3 | 0.8 | i
CCCN1CCN(CCCNC(=O)CN2C(=O)COc3ccccc32)CC1 | -2 | -16 | 4 | 3 | -0.4 | 37 | 0 | -7 | -0.5 | -0.5
COc1ccc(/C=N/Nc2ncnc3sc(C)c(C)c23)cc1 | -1 | . | 0 | 2 | . | 14 | 2 | 4 | 2.2 | -1.1
COc1ccc(C(C(O)C(=O)c2c[nH]c3ccccc23)N2CCN(c3ccccc3)CC2)cc1 (stereo unspecified) | -3 | 7 | 3 | 0 | . | 6 | -7 | -2 | -0.4 | i
CC1=NN2C(=N)/C(=C\c3cc(C)n(-c4ccc(C)cc4)c3C)C(=O)N=C2S1 | 29 | -1 | 0 | -17 | 2.8 | 13 | 0 | -6 | -0.7 | i
Cn1c(-c2ccc(Br)o2)nc2cc(Br)ccc21 | -1 | 15 | -5 | -3 | . | 8 | 5 | -1 | 0.6 | i
N#Cc1ccccc1S(=O)(=O)N1CCN(c2nc(-c3cccnc3)nc3ccccc23)CC1 | . | -25 | . | -16 | 0.1 | . | 4 | . | -0.9 | -1.7
COc1ccc(Br)cc1CNc1ccc(S(N)(=O)=O)cc1 | -2 | -1 | 8 | 1 | . | -15 | 2 | 4 | 9.0 | i
CCc1ccc(S(=O)(=O)NCC(O)COc2ccc(OC)cc2)cc1 (stereo unspecified) | 7 | -8 | 1 | -3 | 2.0 | 6 | 6 | 2 | . | 0.6
O=C(Nc1nc2ccccc2[nH]1)c1ccc(S(=O)(=O)N2CCOCC2)cc1 | -6 | -4 | 1 | -2 | -0.4 | 6 | 6 | -4 | -0.5 | i
N#Cc1ccccc1S(=O)(=O)N1CCN(C(=O)C2CCCC2)CC1 | 1 | -5 | 1 | -4 | 3.0 | -10 | -5 | 11 | 5.7 | -1.9
Cc1ccc(-c2nn3c(-c4ccco4)nnc3c3ccccc23)cc1S(=O)(=O)NCC1CCCO1 (stereo unspecified) | 0 | -4 | -3 | -43 | . | 22 | -9 | -3 | 1.7 | -2.2
O=C(NCc1ccc(F)cc1)c1cc(S(=O)(=O)N2CCCCC2)c[nH]1 | -4 | 0 | -4 | 13 | 1.6 | 13 | -4 | -1 | 0.2 | -0.1
NC(=O)C12C(=O)NC(=O)C1(C(=O)O)C21CCCC1 (stereo unspecified) | 2 | -8 | . | 8 | 0.7 | . | 3 | . | -0.5 | -0.9
CC(OC(=O)[C@@H](NS(=O)(=O)c1ccccc1)C(C)C)C(=O)c1c(N)n(C)c(=O)n(C)c1=O (stereo partly specified) | -1 | . | . | 1 | -1.5 | . | 0 | . | . | -0.6
CCC(C)Cn1c(C(C)O)nc2ccccc21 (stereo unspecified) | -2 | -23 | 5 | 2 | . | -6 | 9 | 5 | 0.9 | -4.5
CC(=O)c1ccc(S(=O)(=O)N2CCCC2)cc1 | 0 | -26 | -1 | 6 | . | -12 | 9 | 5 | -0.7 | -5.0
CCS(=O)(=O)Nc1cccc(-c2nc3cccnc3s2)c1C | -12 | -1 | 4 | 7 | 1.1 | 11 | -9 | -1 | 0.6 | -0.3
C=C(CC[C@@H](O)C(C)(C)O)[C@H]1CC[C@]2(C)[C@@H]1CCC1[C@@]3(C)CCC(=O)C(C)(C)C3CC[C@]12C (stereo partly specified) | -10 | 6 | . | 2 | 0.9 | . | 8 | -6 | -1.5 | 0.5
COc1ccccc1CN1CC(C(=O)N(Cc2cnn(C)c2)C(C)C)CCC1=O (stereo unspecified) | 1 | -2 | 1 | -1 | 0.8 | 15 | 1 | -1 | 0.8 | -0.7
COc1ccc(C(=O)Cn2cnc3ccccc3c2=O)c(OC)c1 | -3 | 3 | -3 | -908 | -11 | 10 | 3 | . | 0.0 | i
CCCn1nc(C(=O)NC2CCCc3ccccc32)c2ccccc2c1=O (stereo unspecified) | -4 | -31 | 0 | 4 | -0.7 | -17 | 40 | 0 | -1.1 | -3.1
Cc1c(C(=O)N2CCCC2)nnn1-c1nonc1N | 3 | -13 | -3 | 2 | . | -4 | 7 | -4 | -0.6 | -0.4
O=C(c1cccc([N+](=O)[O-])c1)N1CCN(c2ncccn2)CC1 | 4 | 13 | -5 | 3 | 2.1 | -6 | 5 | 3 | 0.0 | -1.4
Cc1cc(C)c(C)c(S(=O)(=O)N2CCN(c3ncnc4sc(C)c(C)c34)CC2)c1C | -3 | -7 | 3 | -18 | . | -14 | 15 | -2 | -0.9 | i

Part of the list above in order of molar mass, low to high.
SMILES | Anthrax LF inh2 | SSB-PriA inh | SARS 3CLpro inh | MazF activator | TcdB inh | DUSP3 inh | Y pestis TopoI | Rv3671c inh | PfHsp40 rescue | Vc quorum ag
Cc1c(C(=O)N2CCCC2)nnn1-c1nonc1N | 3 | -13 | -3 | 2 | . | -4 | 7 | -4 | -0.6 | -0.4
O=C(c1cccc([N+](=O)[O-])c1)N1CCN(c2ncccn2)CC1 | 4 | 13 | -5 | 3 | 2.1 | -6 | 5 | 3 | 0.0 | -1.4
COc1ccc(C(=O)Cn2cnc3ccccc3c2=O)c(OC)c1 | -3 | 3 | -3 | -908 | -11 | 10 | 3 | . | 0.0 | i
N#Cc1ccccc1S(=O)(=O)N1CCN(C(=O)C2CCCC2)CC1 | 1 | -5 | 1 | -4 | 3.0 | -10 | -5 | 11 | 5.7 | -1.9
CCCn1nc(C(=O)NC2CCCc3ccccc32)c2ccccc2c1=O (stereo unspecified) | -4 | -31 | 0 | 4 | -0.7 | -17 | 40 | 0 | -1.1 | -3.1
CCc1ccc(S(=O)(=O)NCC(O)COc2ccc(OC)cc2)cc1 (stereo unspecified) | 7 | -8 | 1 | -3 | 2.0 | 6 | 6 | 2 | . | 0.6
